# Screens (PubChem)
# SKN-1 inh – C. elegans SKN-1 inhibition | C. elegans VP596 Pgst-4::GFP/RFP ratio, acrylamide-induced, 24 h | inhibition, % at 21.8 µM | hit rate 0.49% among 360,000;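 active means interference check ratio from 0.5 to 1.5 plus GFP to RFP signal ratio inhibition reaching or exceeding a fixed threshold, cut at about 30% in these data, passing the limit was not always enough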; further: some compounds called inactive have numbers as strong as hits
# Rin1-Abl PPI inh – human Rin1-Abl interaction inhibition | AID 588664 | hit rate 0.4% among 360,000 | TR-FRET Rin1/Abl binding, biochemical | P00519+Q13671 | inhibition, % at 7.35 µM; in the data active means inhibition above about 5%, passing the limit was not always enough
# eLon inh – E. coli protease La inhibition; inhibition, % at 7.94 µM; P0A9M0; hit rate 0.42% among 360,000; AID 602123; purified E. coli Lon protease, fluorescence polarization; in the data active means inhibition above about 13%, passing the limit was not always enough;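 further: 0% = enzyme with probe and DMSO and 100% = no enzyme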
# MT1-MMP act inh – inhibitors of human MT1-MMP activation; AID 651647; hit rate 0.061% among 360,000; GFP/RFP ratio change, % at 20 µM; P50281; HT1080 RFP-PRO-GFP cells, GFP/RFP ratio fluorescence, overnight; percent of plate control window, DMSO zero;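 active means GFP/RFP ratio change of at least 30% with cell ATP level not reduced by more than half and red fluorescence within 50% of control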; further: strong numbers were not always called active
#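 Assay system: HT1080 cells carrying an RFP-PRO-GFP reporter | Dosing: Single dose of 20 µM compound, 1% DMSO final | Incubation: Cells overnight before dosing, compound overnight, 37 °C, 5% CO2 | Evaluation: GFP/RFP fluorescence ratio | Control set: DMSO and RFP-L50D-GFP cell wells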
# bovine MsrA act – bovine methionine sulfoxide reductase A activation. purified bovine MsrA, absorbance read-out. hit rate 0.3% among 360,000. activation, % at 10.6 µM; in the data active means activation above about 7.5%;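 further: 0% = vehicle and 100% = reference activator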
# Neddylation inh – inhibitors of human cullin neddylation. calls only at 25 µM. P61081+Q13564. AID 651699. TR-FRET cullin neddylation, biochemical. hit rate 0.58% among 360,000; in the data active means inhibition above about 36%
# FAS TE block – inhibitors of human fatty acid synthase thioesterase domain | AID 602261 | hit rate 0.67% among 360,000 | recombinant FAS-TE, OMFH fluorogenic substrate, fluorescence endpoint | inhibition, % at 15 µM;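 active means compounds whose normalised, plate-corrected inhibition of enzyme fluorescence in the single-dose primary screen is 50% or more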;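 further: 0% = DMSO with enzyme and 100% = substrate without enzyme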
# PABP1 MLLE inh – inhibitors of microRNA-mediated deadenylation, human PABP1 MLLE binding. P11940. GST-MLLE / FITC-PAM2 fluorescence polarization. inhibition, % at 20 µM. hit rate 0.36% among 360,000. AID 588489; in the data active means inhibition above about 35%, passing the limit was not always enough;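 further: plate controls were DMSO wells with GST-MLLE for no effect and wells lacking GST-MLLE protein for full effect; some results filed as inactive read as strong as hits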
# Target sequence (P11940 whole entry, looked up): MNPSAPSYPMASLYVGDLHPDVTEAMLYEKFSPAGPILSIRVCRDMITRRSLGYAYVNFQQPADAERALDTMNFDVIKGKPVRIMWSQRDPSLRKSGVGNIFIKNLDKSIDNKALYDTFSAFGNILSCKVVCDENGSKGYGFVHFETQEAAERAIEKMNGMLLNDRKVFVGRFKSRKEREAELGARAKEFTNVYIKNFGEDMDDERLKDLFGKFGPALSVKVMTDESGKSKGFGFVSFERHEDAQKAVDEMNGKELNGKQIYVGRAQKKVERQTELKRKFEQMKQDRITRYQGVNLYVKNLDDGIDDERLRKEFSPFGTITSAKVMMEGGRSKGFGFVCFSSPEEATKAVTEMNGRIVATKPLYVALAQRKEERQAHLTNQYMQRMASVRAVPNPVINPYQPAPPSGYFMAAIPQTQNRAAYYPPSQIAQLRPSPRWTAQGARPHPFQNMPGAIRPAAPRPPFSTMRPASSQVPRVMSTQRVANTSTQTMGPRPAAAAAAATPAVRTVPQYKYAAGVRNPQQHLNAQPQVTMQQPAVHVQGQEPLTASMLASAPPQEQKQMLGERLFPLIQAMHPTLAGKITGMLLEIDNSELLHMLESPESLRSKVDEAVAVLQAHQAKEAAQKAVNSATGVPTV
# CendR NRP1 mod – NRP-1/CendR interaction modulation. O14786. inhibition, % at 25 µM. hit rate 0.85% among 360,000. FAM-RPARPAR peptide binding to NRP-1, fluorescence polarization;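 active means inhibition or corrected inhibition above about 18%, plus a signal ratio from 0.5 to 1.5, limit read from the data, passing the limit was not always enough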; further: strong numbers were not always called active
# Active calls of the source: *; i = inactive; · = no result given. Outcome played no part in choosing rows; about 4% have a hit in one of these screens.
# Each structure is followed by: SKN-1 inh	Rin1-Abl PPI inh	eLon inh	MT1-MMP act inh	bovine MsrA act	Neddylation inh	FAS TE block	PABP1 MLLE inh	CendR NRP1 mod
C/C(=N\Nc1ccc(S(N)(=O)=O)cc1[N+](=O)[O-])c1ccccc1O
→ -1.9	-6.6	-10.5	4.4	-15.0	i	-6.9	0.5	5.9
CCN(CC)S(=O)(=O)c1ccc(OC)c(NC(=O)/C=C/c2ccco2)c1
→ 1.9	-0.8	-3.5	-4.8	-4.0	i	4.3	-3.6	-13.5
COC(=O)C(NC(=O)c1ccco1)(Nc1cc(C)ccn1)C(F)(F)F (configuration not stated)
→ -10.9	2.8	1.5	0.5	-7.8	i	-6.6	0.0	17.0
CC(C)Oc1ccc(C(=O)N(CN2CCCC2=O)c2ccc(F)cc2)cc1
→ 17.2	-3.5	9.0	0.0	-0.3	i	-2.2	6.9	1.3
Nc1cc(Cl)ccc1C(=O)OCC(=O)NC1CCCCCCC1
→ 9.0	1.9	1.7	-1.5	-7.0	i	4.2	15.8	-1.8
COc1ccc(-c2cc(C3CCN(c4ccc(C(C)=O)cc4[N+](=O)[O-])CC3)[nH]n2)cc1
→ -7.7	-1.2	3.8	-1.2	0.0	i	22.0	1.4	5.5
Cc1nc([N+](=O)[O-])c(SCC(N)=O)n1Cc1ccccc1
→ 9.5	1.2	2.1	0.4	-4.2	i	-3.3	3.1	-3.0
Cc1cc(C(=O)NN=C(Cc2ccccc2)Cc2ccccc2)c(C)o1
→ 2.5	2.9	-2.3	3.7	-8.4	i	1.6	0.3	-11.7
O=C(Nc1ccc(CN2CCS(=O)(=O)CC2)cc1)c1ccccc1
→ 6.0	0.3	2.6	-1.1	-1.4	i	-5.1	-7.8	8.6
CCOc1ccc2nc(NC(=O)C3=NNC(=O)CC3)sc2c1
→ 15.4	-0.4	-2.3	5.7	-5.7	i	-7.6	11.3	-5.1
Cc1sc2ccccc2c1CNC[C@H]1O[C@@H](n2ccc(N)nc2=O)[C@H](O)[C@@H]1O
→ -2.5	0.4	4.0	-3.3	-0.2	i	-9.3	7.0	3.4
Nc1c(NC2CCCCC2)c2ccccc2oc1=O
→ -2.7	1.6	-5.0	-1.9	-3.3	i	6.1	17.0	-9.1
COc1cc(OC)cc(C(=O)NNC(=O)c2cc(=O)[nH]c3ccccc23)c1
→ -7.4	-3.2	1.9	6.1	-2.2	i	-4.4	-2.3	-1.1
Cc1ccc([N+](=O)[O-])cc1N/C=C/C(=O)c1ccco1
→ 7.1	-6.7	-5.8	-14.8	-2.0	i	23.5	1.1	-7.0
Cc1ccccc1N1C(=O)N(c2cccc(C(F)(F)F)c2)C2CS(=O)(=O)CC21 (configuration not stated)
→ -7.4	-4.2	1.4	-3.6	-4.2	i	-4.6	12.5	-3.0
COc1ccc(S(=O)(=O)NCc2ccco2)cc1C(=O)N1CCOCC1
→ 14.0	-2.7	-1.2	1.6	-1.3	i	-4.7	-0.3	2.5
CCOC(=O)N1CCc2cc(OC)c(OC)c3c2c1cc1cc(OC)c(OC)cc13
→ 5.4	0.0	5.4	10.6	-3.5	i	20.0	-30.4	7.3
COc1ccccc1N1CCN(C2CCCN(C(=O)c3ccoc3)C2)CC1 (configuration not stated)
→ -8.0	3.1	-5.9	1.2	-6.6	i	-4.1	4.8	13.4
CCN(CC)C(=S)SC1CCCCN(C(=O)c2ccccc2)C1=O (configuration not stated)
→ -6.8	1.5	-3.1	-1.0	-1.1	i	17.2	15.7	-10.2
CCCc1cc(=O)oc2c(C)c(OS(C)(=O)=O)ccc12
→ 19.6	1.9	-0.3	-3.6	-3.5	i	-1.7	-3.3	-1.4
CC(C)(C)NC(=S)NC(=O)C12CCC3CC(CC(C3)C1)C2
→ 3.5	-2.9	5.0	-12.3	0.6	i	17.4	29.3	17.6
CCCCn1c(N)c(N(Cc2ccccc2OC)C(=O)C(C)Oc2ccc(F)cc2)c(=O)[nH]c1=O (configuration not stated)
→ 0.8	3.5	-8.4	-0.7	-2.5	i	-0.9	-13.5	3.7
COC(=O)[C@H](C)NC(=O)NCc1ccco1
→ -11.0	0.6	-8.8	2.3	1.9	i	-7.6	-0.6	7.4
O=S(=O)(c1ccc(Cl)cc1)N1CCC(n2cnc3cc(C(F)(F)F)ccc32)CC1
→ 10.4	1.2	2.6	4.1	-11.7	i	26.6	4.2	2.8
Cc1ccc([N+](=O)[O-])cc1S(=O)(=O)NCCc1cn2ccccc2n1
→ 0.1	-3.3	-7.8	5.0	-1.8	i	0.8	-1.3	1.4
COCCNC(=O)COc1ccc(C)cc1C(=O)c1cc(C#N)c(=O)n(C2CC2)c1
→ 12.4	-1.7	-2.3	1.6	-2.7	i	-6.7	-12.8	15.3
Clc1ccc(-c2cnc3n2CCCCC3)cc1
→ 1.5	-0.1	-4.2	-3.8	-7.3	i	-5.4	6.1	1.8
Cc1c(NC(=S)NC(=O)c2ccc(-c3ccc(Cl)cc3)o2)cccc1C(=O)O
→ 8.9	-1.2	-5.5	4.1	-2.6	i	-8.4	5.2	-41.2
COc1ccc(N2CCN(CC(O)COC(c3ccc(F)cc3)c3ccc(F)cc3)CC2)cc1 (configuration not stated)
→ -4.6	1.0	3.2	-1.9	2.2	i	9.1	2.5	3.4
O=[N+]([O-])c1ccc(N/N=C/c2ccccc2O)cc1
→ 7.5	-2.2	-64.3	-5.1	-3.6	i	15.6	-85.7	-53.7
NNC(=O)c1csc(-c2ccc(C(F)(F)F)cc2Cl)n1
→ -4.9	1.2	-5.7	-0.9	-1.8	i	1.0	1.7	13.0
Cc1cc(C)c2c(n1)sc1c(=O)n(CC(=O)c3ccccc3)cnc12
→ 6.7	-1.2	0.9	1.5	-2.9	i	6.9	-3.2	6.3
CC(C)CC(=O)Nc1ccc(-c2cn3cccnc3n2)cc1
→ 5.0	-0.8	0.8	1.7	-6.6	·	-3.6	-11.9	-3.2
O=C(NCCCl)Nc1cccc(Br)c1
→ 11.5	-2.0	-10.2	2.4	-2.1	i	-5.9	-1.9	-4.4
Cc1ccccc1OCC(=O)Nc1ccc(N2CCN(C)CC2)c(Cl)c1
→ -11.3	5.8	2.5	-0.8	-3.2	i	-3.9	6.9	3.1
O=C(Nc1ccc(N2CCOCC2)cc1)c1ccc2nc(-c3ccco3)c(-c3ccco3)nc2c1
→ 4.7	-4.7	-7.5	2.7	0.1	i	-7.3	12.4	8.8
COC(=O)C1CN(C(=O)C(C)Oc2ccc(C(C)C)cc2)c2ccccc2O1 (configuration not stated)
→ 2.4	3.4	-2.0	-10.1	-4.2	i	2.5	-12.7	-4.6
Cc1cc(C)n(CCC(=O)N=Nc2c(O)[nH]c3ccccc23)n1
→ -12.3	-3.9	-10.1	2.3	-8.1	i	-3.9	0.9	9.2
O=C(C1=C[C@@H](c2csc3ccccc23)C[C@@H](OCc2ccc(CO)cc2)O1)N1CCOCC1
→ -0.1	2.1	4.3	-5.4	-2.7	i	-0.6	7.2	10.4
O=C(COc1ccc2c3c(c(=O)oc2c1)CCC3)NCc1cccnc1
→ -2.3	-1.3	2.5	3.2	-1.5	i	0.5	7.6	3.7

# Gathered by group, the entries above containing a thiophene ring, fused or not
# Each structure is followed by: SKN-1 inh	Rin1-Abl PPI inh	eLon inh	MT1-MMP act inh	bovine MsrA act	Neddylation inh	FAS TE block	PABP1 MLLE inh	CendR NRP1 mod
Cc1sc2ccccc2c1CNC[C@H]1O[C@@H](n2ccc(N)nc2=O)[C@H](O)[C@@H]1O
→ -2.5	0.4	4.0	-3.3	-0.2	i	-9.3	7.0	3.4
Cc1cc(C)c2c(n1)sc1c(=O)n(CC(=O)c3ccccc3)cnc12
→ 6.7	-1.2	0.9	1.5	-2.9	i	6.9	-3.2	6.3
O=C(C1=C[C@@H](c2csc3ccccc23)C[C@@H](OCc2ccc(CO)cc2)O1)N1CCOCC1
→ -0.1	2.1	4.3	-5.4	-2.7	i	-0.6	7.2	10.4

# Later entries:
# Each structure is followed by: SKN-1 inh	Rin1-Abl PPI inh	eLon inh	MT1-MMP act inh	bovine MsrA act	Neddylation inh	FAS TE block	PABP1 MLLE inh	CendR NRP1 mod
CCOc1ccccc1OCC(=O)OCC(=O)Nc1ncc(Cl)cc1Cl
→ 14.2	-1.9	1.4	-3.3	2.0	i	-3.9	6.1	13.1
COc1ccc(CCNC(=O)C2CCN(S(=O)(=O)c3ccc(C)cc3)CC2)cc1OC
→ -3.6	1.2	-0.8	2.5	-7.0	i	-3.4	-0.4	11.0
Cc1ccccc1/C=N/Nc1ccnc2cc(Cl)ccc12
→ -1.7	-4.2	-5.6	-2.4	4.4	i	-2.5	-12.0	-1.8
O=C1c2ccccc2C(c2nnnn2-c2ccc3c(c2)OCCO3)N1Cc1ccccc1 (configuration not stated)
→ 3.2	·	-2.9	-1.2	-2.1	i	-2.0	·	9.7
CS(=O)(=O)N(Cc1ccc(Cl)cc1)c1ccc(C(=O)NCCSc2ccccn2)cc1
→ -1.5	3.3	-16.6	-16.8	-7.9	i	11.7	0.3	-7.2
Cn1c(=O)oc2cc(S(=O)(=O)Nc3cccc([N+](=O)[O-])c3)ccc21
→ 0.1	0.1	0.6	0.2	-10.7	i	5.9	-2.7	11.5
C=CC(C)(C)c1[nH]cnc1/C=C1\NC(=O)C(C(C)C)NC1=O (configuration not stated)
→ -1.8	3.2	-0.6	-1.7	-8.1	i	-4.4	4.1	-8.4
O=C(O)CCSc1nnc(COc2ccc(Cl)cc2)n1-c1ccccc1
→ 1.4	3.1	-3.3	-0.8	-2.0	i	-1.8	-6.7	8.8
C=CCn1c(C#N)c(N)sc1=N
→ -9.9	0.9	-4.5	-5.8	-3.3	i	-19.3	-59.5	-95.4
Cc1ccc(NC(=O)C2CCCN2c2nn3c(=O)cc(C)nc3s2)cc1 (configuration not stated)
→ -8.0	0.3	4.5	-0.5	0.1	i	-1.4	-25.6	-8.8
CCOC(=O)c1cccc(OC(=O)CCNC(=O)c2ccc(Cl)cc2)c1
→ 1.5	0.6	-24.1	5.1	-0.3	i	19.9	-15.4	11.6
O=C(NNC(=O)c1cccnc1)Nc1cccc(Cl)c1Cl
→ 4.3	0.4	-0.8	0.5	-1.8	i	-9.4	2.4	5.1
CC1CC(=S)Nc2ccccc2S1 (configuration not stated)
→ 12.4	1.8	-2.4	-0.1	-5.3	i	-1.9	36.1	1.5
C=CCSc1nc2c(c(=O)[nH]c(=O)n2C)n1Cc1ccc(C)cc1
→ -19.0	-2.0	-9.9	0.1	-3.4	i	-3.7	30.9	5.6
CC(C)[C@H](NC(=O)C1CCN(S(=O)(=O)c2ccccc2)CC1)C(=O)NCc1ccccc1
→ -5.5	-3.4	2.7	-0.7	-9.5	i	-3.8	-9.8	-0.6
O=C(Cc1cccs1)Nc1ccc(S(=O)(=O)N2CCCCC2)cc1
→ 4.4	-1.0	-14.2	15.1	-2.3	i	7.4	-9.0	-10.1
CCC(C(=O)OCC(=O)N(CC)c1c(N)n(Cc2ccccc2)c(=O)[nH]c1=O)c1ccccc1 (configuration not stated)
→ 1.9	1.1	-1.0	-3.4	-0.9	i	-7.4	4.9	-3.4
O=C(Nc1ccc(N2CCN(c3ncccc3C(F)(F)F)CC2)nc1)c1cccs1
→ 10.5	-2.3	-5.9	-3.7	-4.7	i	26.1	-1.5	-5.9
O=c1[nH]c(C2CCCN(S(=O)(=O)c3ccccc3)C2)nc2c1nnn2Cc1ccccc1Br (configuration not stated)
→ 6.3	4.9	0.5	0.0	-6.8	i	15.2	-3.6	8.6
CCN(CC)S(=O)(=O)c1cc(NC(=O)[C@@H](NC(N)=O)C(C)C)ccc1C
→ 2.2	0.0	17.1*	0.4	-2.2	i	-1.1	5.4	-3.3
Cc1ccc(N2C(=O)N(CC(=O)N3CCOCC3)C(=O)C2C)cc1 (configuration not stated)
→ 6.6	1.6	-11.7	3.2	0.3	i	-5.0	8.5	7.5
